High-throughput results: PubChem BioAssay, several laboratories
TbMetRS inhib – T. brucei MetRS inhibitors, primary screen, biochemical, luminescence | actives 0.4% (n = 360,000) | AID 624268, 2012 | inhibition, % at 11.9 µM | purified T. brucei MetRS, ATP depletion, Kinase-Glo luminescence | methionyl-tRNA synthetase (Trypanosoma brucei brucei);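 active = inhibition above a per-plate cutoff of the control wells' mean inhibition plus 3 SD, cut at about 5.5% in these data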;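 note: 0% = DMSO wells median and 100% = median of wells with control inhibitor compound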
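technique = Kinase-Glo luminescence, ATP depletion format | system = purified MetRS (methionyl-tRNA synthetase) enzyme from Trypanosoma brucei | timing = 15 min preincubation, 2 h reaction, all 25 °C | evaluation = percent inhibition versus plate control medians | dosing = single dose, 11.9 µM final nominal, 0.9% final DMSO | also added = substrates ATP, L-methionine and bulk Escherichia coli tRNA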
CendR NRP1 mod – modulators of CendR peptide binding to NRP-1, primary screen, biochemical, fluorescence polarization, uHTS; actives 0.85% (n = 360,000); FAM-RPARPAR peptide binding to NRP-1; Neuropilin-1 (Homo sapiens), O14786; inhibition, % at 25 µM;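 active = inhibition or corrected inhibition above about 18%, plus a signal ratio from 0.5 to 1.5, limit read from the data, passing the limit was not always enough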; note: strong numbers were not always called active
Target sequence (O14786 whole entry, looked up): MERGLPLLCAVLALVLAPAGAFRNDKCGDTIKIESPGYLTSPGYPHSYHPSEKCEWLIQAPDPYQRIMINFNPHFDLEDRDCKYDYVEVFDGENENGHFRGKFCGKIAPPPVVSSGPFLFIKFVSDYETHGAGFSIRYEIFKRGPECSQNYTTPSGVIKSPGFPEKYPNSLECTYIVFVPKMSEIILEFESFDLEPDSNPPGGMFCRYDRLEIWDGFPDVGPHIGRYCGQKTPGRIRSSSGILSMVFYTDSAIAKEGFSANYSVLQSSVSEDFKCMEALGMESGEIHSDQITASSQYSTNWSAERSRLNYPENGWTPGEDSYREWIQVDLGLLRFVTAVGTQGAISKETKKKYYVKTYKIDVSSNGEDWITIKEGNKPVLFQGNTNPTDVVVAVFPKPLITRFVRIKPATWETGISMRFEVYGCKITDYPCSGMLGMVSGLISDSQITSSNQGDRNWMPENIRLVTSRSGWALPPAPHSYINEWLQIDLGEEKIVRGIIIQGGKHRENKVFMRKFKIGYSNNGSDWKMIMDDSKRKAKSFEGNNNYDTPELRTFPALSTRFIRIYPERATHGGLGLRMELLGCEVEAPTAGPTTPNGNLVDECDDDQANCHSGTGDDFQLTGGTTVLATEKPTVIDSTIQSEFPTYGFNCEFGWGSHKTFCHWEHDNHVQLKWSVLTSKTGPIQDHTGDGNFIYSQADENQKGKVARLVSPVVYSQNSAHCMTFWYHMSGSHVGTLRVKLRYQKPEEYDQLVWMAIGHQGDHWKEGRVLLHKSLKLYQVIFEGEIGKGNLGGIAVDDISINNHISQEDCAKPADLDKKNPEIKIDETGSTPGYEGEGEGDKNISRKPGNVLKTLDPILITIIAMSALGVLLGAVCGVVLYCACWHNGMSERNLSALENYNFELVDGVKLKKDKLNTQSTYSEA
FAS TE block – FAS thioesterase domain inhibitors, primary screen, biochemical, fluorescence intensity, uHTS | Fatty acid synthase (Homo sapiens), P49327 | inhibition, % at 15 µM | actives 0.67% (n = 360,000) | recombinant FAS-TE, OMFH fluorogenic substrate, fluorescence endpoint;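 active = compounds whose normalised, plate-corrected inhibition of enzyme fluorescence in the single-dose primary screen is 50% or more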;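 note: 0% = DMSO with enzyme and 100% = substrate without enzyme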
MT1-MMP act inh – blockers of MT1-MMP proenzyme processing, primary screen, HT1080 RFP-PRO-GFP cells, GFP/RFP fluorescence. Matrix metalloproteinase-14 (Homo sapiens), P50281. GFP/RFP ratio fluorescence, overnight; percent of plate control window, DMSO zero. GFP/RFP ratio change, % at 20 µM. actives 0.061% (n = 360,000). AID 651647, 2012;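 active = GFP/RFP ratio change of at least 30% with cell ATP level not reduced by more than half and red fluorescence within 50% of control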; note: strong numbers were not always called active
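Assay system: HT1080 RFP-PRO-GFP cells. Benchmarks: DMSO vehicle wells and RFP-L50D-GFP reporter cell wells. Times: overnight cell settling, then overnight compound exposure, 37 °C, 5% CO2. Compound: 20 µM single dose, 1% DMSO. Read-out basis: GFP/RFP fluorescence ratio.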
PABP1 MLLE inh – inhibitors of PABP1 MLLE–PAM2 peptide binding, primary screen, biochemical, fluorescence polarization, FITC-PAM2, GST-MLLE; Polyadenylate-binding protein 1 (Homo sapiens), P11940; inhibition, % at 20 µM; actives 0.36% (n = 360,000); AID 588489, 2011; in the data active = inhibition above about 35%, passing the limit was not always enough;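 note: plate controls were DMSO wells with GST-MLLE for no effect and wells lacking GST-MLLE protein for full effect; some results filed as inactive read as strong as hits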
SKN-1 block – suppressors of acrylamide-induced Pgst-4::GFP reporter in worms, primary screen, SKN-1 inhibitor project, whole organism, uHTS, GFP/RFP fluorescence ratio, strain VP596; C. elegans VP596 Pgst-4::GFP/RFP ratio, 24 h; actives 0.49% (n = 360,000); AID 624304, 2012; inhibition, % at 21.8 µM;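 active = interference check ratio from 0.5 to 1.5 plus GFP to RFP signal ratio inhibition reaching or exceeding a fixed threshold, cut at about 30% in these data, passing the limit was not always enough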; note: some compounds called inactive have numbers as strong as hits
bovine MsrA act – bovine MsrA enzyme activators, primary screen, biochemical, absorbance, HTS | Methionine sulfoxide reductase A (Bos taurus) | AID 602163, 2012 | purified bovine MsrA, absorbance read-out | actives 0.3% (n = 360,000) | activation, % at 10.6 µM; in the data active = activation above about 7.5%;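 note: 0% = vehicle and 100% = reference activator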
MsrA inh – bovine MsrA enzyme inhibitors, primary screen, biochemical, absorbance, HTS; Methionine sulfoxide reductase A (Bos taurus); purified bovine MsrA, absorbance read-out; inhibition, % at 15.5 µM; actives 0.75% (n = 360,000); in the data active = inhibition above about 4.5%;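 note: 0% = vehicle wells with enzyme and 100% = reference inhibitor wells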
E coli Lon inh – inhibitors of E. coli Lon protease, primary screen, biochemical, fluorescence polarization | AID 602123, 2011 | actives 0.42% (n = 360,000) | purified E. coli Lon protease | inhibition, % at 7.94 µM | P0A9M0; in the data active = inhibition above about 13%, passing the limit was not always enough;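 note: 0% = enzyme with probe and DMSO and 100% = no enzyme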
* = called active by the depositor; . = no result given. No enrichment for hits; about 4% have a hit in one of these screens.

Each structure is followed by: TbMetRS inhib, FAS TE block, CendR NRP1 mod, E coli Lon inh, bovine MsrA act, MT1-MMP act inh, PABP1 MLLE inh, SKN-1 block, MsrA inh
Cc1cccc(NC(=O)CN2CCN(C(=O)C(C)Oc3ccc(C#N)cc3)CC2)c1C (stereo unspecified)
  0.1, -5, -8, 0, -3, 4, -25, 6, -0.1
Clc1cc(/C=N\NC2=NCCN2)cc(Cl)n1
  0.6, -4, 18, 2, -2, -1, -2, 6, 2.2
CCN(CC)c1ccc(C(=O)N/N=C/c2ccccc2OC(F)F)cc1
  -0.4, 26, -15, 2, -2, 2, 2, -7, 3.1
COc1cc(S(=O)(=O)N(Cc2cccs2)C2CC2)ccc1-n1cnnn1
  -1.0, 12, 3, -8, -10, 4, 4, 6, -1.1
Cc1ccc(OCCCC(=O)Nc2ccccc2C(F)(F)F)cc1
  -0.7, 4, 0, -9, -3, -3, -2, 7, -0.1
CCOC(=O)c1cc(-c2ccc(/C=C3/C(=O)NC(=O)C(C#N)=C3C)o2)ccc1Cl
  0.5, -2, -123, -23, -10, -63, 18, 10, -0.4
COc1cc(CN(C)Cc2cc(=O)n3ccsc3n2)ccc1OC(F)F
  0.5, 0, -1, -3, 1, -7, 10, 2, 1.2
O=C(O)CCCN=Cc1c(O)c2ccccc2oc1=O
  -1.2, -5, 5, 4, -11, -4, 2, -6, 3.2
O=C(NNC1CC(=O)N(c2ccc(Br)cc2)C1=O)c1ccco1 (stereo unspecified)
  0.3, -2, -7, -7, -3, 1, 2, -2, -0.6
CC(=O)NC(=S)Nc1ccc(NC(=O)COc2ccc(C(C)C)cc2)cc1
  -0.4, 8, 9, 3, -2, 0, 23, 10, -1.6
c1ccc2c(Cn3nnc4ccccc43)cccc2c1
  -1.6, 8, -5, -9, -11, 2, 0, 6, -0.4
Cc1ccc2nc3c(c(C(=O)O)c2c1)CCC3
  -0.9, -10, -9, 9, -5, -13, 3, 5, -0.8
CCc1c(C)c2ccc(OC(C)C(=O)NC(Cc3c[nH]c4ccc(O)cc34)C(=O)O)c(C)c2oc1=O (stereo unspecified)
  -1.9, -5, -18, -4, -12, ., 0, 1, 3.2
COc1ccc(/C=C/C=C2\N=C(SC)SC2=O)cc1
  -0.6, -2, -73, -53, -2, -4, -88, 57, -0.3
Cc1c(C(=O)O)sc2nc(-c3cccs3)cc(C(F)(F)F)c12
  0.2, -2, 8, 3, -5, 0, 14, -1, 0.6
CC(C)OP(=O)(OC(C)C)C(Nc1ccc([N+](=O)[O-])cc1)c1cccc([N+](=O)[O-])c1 (stereo unspecified)
  -0.5, 34, 16, 9, -6, -5, -7, 2, 0.8
Cc1ccc(C)c(NC(=O)CN(C)C(=O)CN2C(=O)NC3(CCc4ccccc43)C2=O)c1 (stereo unspecified)
  -0.1, -6, 2, -9, -3, 2, -24, 7, 1.0
COc1ccc(-c2cc(C(=O)Nc3sc4c(c3C#N)CCCC4)c3ccccc3n2)cc1OC
  0.2, 52*, -1, 1, -8, 1, -9, 4, 0.3
N#Cc1cc2c(nc1SCC(=O)O)CCCC2
  0.0, -3, 6, 2, -1, -2, 8, -2, -0.1
O=C(NNC(=O)c1ccc[nH]1)Nc1cccc(C(F)(F)F)c1
  2.9, -4, 4, -6, -2, -1, 6, -2, 1.4
CCOC(=O)C1=CNS(=O)(=O)NC1c1ccccc1 (stereo unspecified)
  -0.8, -5, -2, 0, -2, -3, -3, -15, 0.6
Cc1ccc(C(O)CN2C3=NCCN3c3ccccc32)cc1 (stereo unspecified)
  -0.3, -12, 56*, -2, -1, -4, -11, -15, 0.7
Cc1ccc(NC(=O)COc2ccccc2)cc1S(=O)(=O)N1CCCCCC1
  -0.5, 20, -9, 3, -4, 7, 12, 4, -0.8
Cc1c(CCO)c(=O)[nH]n1C(=O)c1c(F)cccc1F
  -0.8, -2, -11, -2, -10, -3, -12, 8, 1.0
CCOc1cccc2sc(N(CCN(C)C)C(=O)c3cc4ccccc4cc3OC)nc12
  -1.3, -4, 2, -7, -8, -3, -10, -7, -0.6
CC12CCC(CC1O)C2C(=O)O (stereo unspecified)
  -0.1, -7, -2, -12, -4, 3, -2, 9, -0.8
C/C(=N\NC(=O)Cc1c(C)[nH][nH]c1=O)c1cccc(Br)c1
  1.1, -8, 8, -3, -3, 0, -16, -13, -0.4
CCNC(=S)N1CCC(C(N)=O)CC1
  0.6, -2, 3, -5, -3, 0, -52, -5, -0.2
Fc1ccc(COc2ccccc2CNCc2ccncc2)cc1
  -0.3, -7, -4, -4, -2, -12, 4, 3, -0.8
CS(=O)(=O)Cc1ccc(C(=O)NC2CCSc3ccccc32)cc1 (stereo unspecified)
  -0.2, -6, 2, 7, -3, 1, 6, 7, 0.2
O=C(Nn1cnnc1)C1Cc2ccccc2CN1S(=O)(=O)c1ccc(F)cc1 (stereo unspecified)
  -1.7, -9, -2, -15, -11, 2, -6, -14, 0.7
COc1ccc(S(=O)(=O)NC(=O)C2(C)CCN2C(=O)c2ccccc2CCc2ccccc2)cc1 (stereo unspecified)
  0.2, -7, 14, -7, -3, -3, 4, -2, 0.4
Cc1ccc(-c2nnn(CC(=O)N(CC(=O)NC3CCCCC3)c3cnc4ccccc4c3)n2)o1
  -0.1, 32, 12, 6, -9, 2, 22, 1, 0.1
O=C(NCc1ccccc1)c1onc(CSc2ccccc2)c1C(=O)NCC1CC1
  0.1, 40, 5, 2, 0, -5, 8, 7, 0.3
Nc1c(Cl)cc(Cl)cc1C(=O)OCC(=O)N1CCCC1
  -0.3, -1, -14, 4, 0, -1, 8, -4, 0.5
COc1ccccc1C1CC(c2ccccc2)=NN1C(=O)c1ccccc1 (stereo unspecified)
  -0.7, 22, -1, 9, 0, -8, -2, 16, -1.5
Cc1ccc(CN2C(=O)CSc3ccc(C(=O)NCCN4CCOCC4)cc32)cc1
  -1.5, -8, 5, -12, -11, 0, 2, -42, .
O=C(NCCO)c1ccc2c(c1)S(=O)(=O)c1ccccc1C2=O
  -0.4, -11, 22*, -2, -2, 2, 10, 12, -1.1
O=[N+]([O-])c1ccc(Oc2cccc(F)c2)c2ccncc12
  -0.9, 12, 1, 4, -3, -10, -1, 15, 2.4
CCc1nc(C)c(C(=O)N2CCCC(C(=O)Nc3cccc(-c4cccc(C)c4)c3)C2)o1 (stereo unspecified)
  -0.2, 4, 3, -7, -6, 5, -12, 3, -0.1
COC(=O)C(Cc1ccc(OC(=O)c2ccc(C(F)(F)F)cc2)cc1)N1Cc2ccccc2C1=O (stereo unspecified)
  -2.2, 26, 0, 2, 0, ., 7, 8, .
CCCCCC(=O)N1C[C@H](O)[C@@H](n2cc(COC(=O)c3ccccc3)nn2)C[C@@H]1c1ccc(C)cc1
  -0.7, 20, 7, -6, 1, 4, -3, -15, -1.0
c1ccc(-c2nnc(Cn3c4ccccc4c4nc5ccccc5nc43)o2)cc1
  0.3, 5, -2, 4, 1, -4, -3, 19, -0.4
CCN(CC(=O)Nc1cc(Cl)ccc1C)C(=O)CCOc1ccc(C)cc1
  -0.2, 7, -5, 0, -1, 0, -24, 4, -1.1
CC1=C/C(=N\N=C2\NC(=O)C(CC(=O)Nc3ccccc3)S2)CC(C)(C)C1 (stereo unspecified)
  -0.7, 1, 6, -6, -2, 0, -40, 4, 0.8
CCCc1cc(=O)c2c(O)cccc2o1
  -0.3, -3, 2, 4, -2, 0, -14, 6, -1.1
CCCC(=O)N(CCN1CCOCC1)c1nc2c(C)ccc(C)c2s1
  -0.1, 9, 17, 11, 4, -5, 1, 11, -0.3
COc1ccc(-c2cc(C(=O)NCc3cn(C)nc3C)c3ccccc3n2)cc1OC
  -0.4, -5, 5, -10, -2, 4, -1, 9, 2.2
COc1ccc(Br)c(C=O)c1OS(=O)(=O)c1ccc(C)cc1
  -0.2, 10, -10, 15, -3, 3, 9, -5, -0.4
O=C(/C=C\c1cn(-c2ccccc2)nc1-c1cccs1)N1CCOCC1
  -1.4, 8, 6, -7, -13, 5, 10, -10, 3.0
CC(=O)Nc1nc2ccccc2n1Cc1ccccc1C
  1.2, -2, 13, 1, -2, 22, 1, 14, 0.7
COc1ccc(-c2csc(NCCc3nc4cc(Cl)c(Cl)cc4n3CCCO)n2)cc1
  0.0, 37, 16, 3, -1, 4, -63, -3, 0.5
COc1ccccc1N1CCN(Cc2cc(Br)c(O)c3ncccc23)CC1
  -1.0, 4, -7, 10, -11, ., 10, 8, -0.7
Cc1cccc(N2CCN(S(=O)(=O)c3ccc4c(c3)CC(C)N4C(=O)C3CC3)CC2)c1C (stereo unspecified)
  0.2, 65*, 2, -1, 0, -2, -2, 13, 0.6
Cc1ccc(C)c(N2CCN(C(=O)c3ccc(Cn4c(=O)[nH]c5ccccc5c4=O)cc3)CC2)c1
  -1.2, 13, 2, 2, 3, -9, -23, 1, 1.5
CCNc1c(NS(=O)(=O)c2ccc([N+](=O)[O-])cc2)c(=O)oc2ccccc12
  -0.1, 8, 5, -4, -6, 1, 15, 3, -0.2
COCCNC(=O)CN(C(=O)CCC(=O)Nc1nccs1)c1ccc2c(c1)OCO2
  -0.1, -6, 2, 9, -9, 1, -9, -6, -0.9
Cc1cccc2c(C(=O)N3CCN(c4ccccc4)CC3)cc(-c3ccncc3)nc12
  -0.2, 13, -19, -8, -3, 1, -18, -6, 0.7
COCCN1C(=O)c2ccccc2C(C(=O)NCc2ccco2)C1c1c[nH]c2ccccc12 (stereo unspecified)
  -0.9, -6, -13, 11, -1, -2, -5, -24, -0.8
COc1ccc(S(=O)(=O)NC(C(C)C)C(C)C)cc1OC
  0.1, -1, 14, 0, -2, 1, -5, -1, 0.2

Carrying on:
Each structure is followed by: TbMetRS inhib, FAS TE block, CendR NRP1 mod, E coli Lon inh, bovine MsrA act, MT1-MMP act inh, PABP1 MLLE inh, SKN-1 block, MsrA inh
Cn1c(Cn2c(=O)sc3ccccc32)nnc1SCC(=O)NCc1ccco1
  0.7, -3, 4, -4, -2, -2, 0, 4, -0.6
O=C(NCC1CCCO1)c1ccc(NC(=O)C2C3C=CC(C3)C2C(=O)O)cc1 (stereo unspecified)
  0.0, -8, -11, -3, -2, 3, 6, 5, -1.0
CC1(C)CC(=O)c2cnc(NCc3ccco3)nc2C1
  -1.0, -6, -2, -13, -2, 6, 4, -3, -0.3
O=C(Nc1ccccc1C(=O)NC1CC1)c1ccccc1
  -0.3, -8, -18, -9, -13, -3, -2, -10, 0.2
CC(C)n1c(SCC(=O)Nc2ccc(F)cc2)nnc1C1CC1
  -0.7, -2, -1, -2, -9, 4, -2, 16, -1.4

Copied from the list:
CendR NRP1 mod with `COc1ccc(S(=O)(=O)NC(C(C)C)C(C)C)cc1OC` stands at 14
PABP1 MLLE inh with `O=C(NNC(=O)c1ccc[nH]1)Nc1cccc(C(F)(F)F)c1` stands at 6
